HCMV inh: human cytomegalovirus inhibition; activity change, negative = inhibition, % at 57.5 µM; HFF cells, HCMV-luciferase reporter, 72 h; active compounds read low; actives 4.5% (n = 410,000); AID 1259415; in the data active = activity change below about -60%; inconclusive = no clear call, values can overlap the other calls; inactive = above about -39%
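Inhibition of viral replication was scored as loss of reporter luminescence in HFFs infected with HCMV-luciferase (MOI 1 PFU/cell) for 72 h; compounds tested at 2 doses, normalized to buffer and Salinomycin controls.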
Sm TGR inh: S. mansoni TGR enzyme inhibition. purified TGR, DTNB reduction, TNB absorbance 405 nm. Potency, µM (series often up to 114 µM), for the others: top-dose activity change, negative = inhibition, usual class: inhibitors. actives 3% (n = 360,000); note: potency is the fitted concentration of half-maximal effect; nearly all actives have a fitted effect of over 60% in size
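TGR 20 nM + NADPH 100 uM (dispensed conc.), cpd preinc 15 min RT; start with NADPH (500 uM addition) then DTNB (15 mM addition). Kinetic TNB absorbance, 405 nm filter. Four-parameter Hill fit across titration.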
AMA1 RON2 block: AMA1-RON2 (P. falciparum) interaction inhibition; AID 720542; AlphaScreen AMA1-biotinylated RON2 peptide binding; actives 0.2% (n = 360,000); Potency, µM (doses to about 58.2 µM), without a hit: at the highest dose activity change, negative = inhibition, actives largely listed as inhibitors;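 note: potency is the fitted concentration of half-maximal effect; 0% = vehicle wells and -100% = peptide control; nearly all actives have a fitted effect of over 45% in size; some results filed as inactive show a strong effect at the top dose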
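AMA1 (3D7) with his tag at 25 nM final met compounds first, then biotinylated RON2 peptide at 25 nM; detection used donor plus acceptor beads, 10 µg/mL apiece, read by AlphaScreen after 30 min at room temperature.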
AmpC detergent: blocks E. coli AmpC beta-lactamase in detergent assay | P00811 | AmpC hydrolysis of nitrocefin, absorbance 480 nm, 0.01% Triton | Potency, µM (doses to about 114 µM), inactives show top-dose activity change, negative = inhibition, usual class: inhibitors | actives 0.041% (n = 370,000) | AID 485294;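 note: potency is the fitted concentration of half-maximal effect; 0% = no-compound wells and -100% = no-enzyme wells; nearly all actives have a fitted effect of over 25% in size; some results filed as inactive show a strong effect at the top dose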
Target sequence (P00811 whole entry, looked up): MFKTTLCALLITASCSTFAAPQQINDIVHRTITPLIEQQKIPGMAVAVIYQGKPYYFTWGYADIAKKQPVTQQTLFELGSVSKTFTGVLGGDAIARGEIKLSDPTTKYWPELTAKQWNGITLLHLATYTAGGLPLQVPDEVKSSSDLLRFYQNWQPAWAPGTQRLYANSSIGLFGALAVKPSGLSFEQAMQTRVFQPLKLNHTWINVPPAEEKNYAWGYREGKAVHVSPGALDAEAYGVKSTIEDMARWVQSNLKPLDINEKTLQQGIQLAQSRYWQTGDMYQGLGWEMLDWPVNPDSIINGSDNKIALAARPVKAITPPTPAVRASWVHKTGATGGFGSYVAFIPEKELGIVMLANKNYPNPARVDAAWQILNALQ
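20 mM phosphate pH 7.0 + 0.01% (detergent screen) or 0.0001% Triton X-100; 5.3 nM AmpC reagent; cpd preinc 15 min RT; nitrocefin (800 uM stock) to start; A480 q20 s × 4 min; Activity was normalised to no-enzyme and no-compound control wells.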
LmPK inh: inhibitors of Leishmania mexicana pyruvate kinase; Q27686; purified LmPK, Kinase-Glo ATP luminescence, 1 h; Potency, µM (doses to about 57.5 µM), for the others: top-dose activity change, negative = inhibition, most hits filed as inhibitors; actives 0.37% (n = 290,000); AID 1721; note: potency is the fitted concentration of half-maximal effect
Target sequence (Q27686 whole entry, looked up): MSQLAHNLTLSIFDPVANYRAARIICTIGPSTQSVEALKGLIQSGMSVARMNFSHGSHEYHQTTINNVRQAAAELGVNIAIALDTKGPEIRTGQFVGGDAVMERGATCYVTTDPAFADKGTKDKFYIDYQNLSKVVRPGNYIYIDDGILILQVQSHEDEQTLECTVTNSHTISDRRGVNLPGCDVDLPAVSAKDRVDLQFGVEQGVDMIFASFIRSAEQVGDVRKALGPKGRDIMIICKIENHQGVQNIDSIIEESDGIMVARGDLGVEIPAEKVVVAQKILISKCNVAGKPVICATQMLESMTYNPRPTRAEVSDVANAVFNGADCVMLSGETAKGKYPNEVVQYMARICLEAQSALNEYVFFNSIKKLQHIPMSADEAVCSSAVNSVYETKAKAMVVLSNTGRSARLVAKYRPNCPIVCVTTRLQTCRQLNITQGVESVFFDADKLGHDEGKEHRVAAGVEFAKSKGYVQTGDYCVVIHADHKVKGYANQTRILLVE
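Kinase-Glo luminescence read after 1 h RT reaction of 0.1 nM LmPK with 0.5 mM PEP and 0.1 mM ADP. Activity scaled between uninhibited and enzyme-free controls.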
AmpC inh no detg: AmpC beta-lactamase inhibition without detergent; AmpC nitrocefin hydrolysis, absorbance 480 nm, 0.0001% Triton; actives 0.52% (n = 330,000); Potency, µM (top dose mostly 57.1 µM), inactives show top-dose activity change, negative = inhibition, actives largely listed as inhibitors; P00811;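 note: potency is the fitted concentration of half-maximal effect; plate controls were no compound for no effect and no enzyme for full effect; nearly all actives have a fitted effect of over 20% in size; some results filed as inactive show a strong effect at the top dose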
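20 mM phosphate pH 7.0 + 0.01% (detergent screen) or 0.0001% Triton X-100; 5.3 nM AmpC reagent; cpd preinc 15 min RT; nitrocefin (800 uM stock) to start; A480 q20 s × 4 min; Activity was normalised to no-enzyme and no-compound control wells.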
TbPYK inhibitor: blocks Trypanosoma brucei pyruvate kinase | TbPYK enzyme, Kinase-Glo Plus ATP luminescence, 45 min | AID 624173 | Potency, µM (top dose mostly 76.8 µM), inactives show top-dose activity, negative = inhibition, usual class: inhibitors | Q57TT1 | actives 0.12% (n = 410,000); note: potency is the fitted concentration of half-maximal effect; nearly all actives have a fitted effect of over 50% in size
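Luminescent Kinase-Glo Plus end-point after 45 min room-temperature reaction of T. brucei pyruvate kinase started with 130 uM ADP (final). Buffer TEA 50 mM pH 7.2 with KCl, MgCl2, BSA, Tween-20; titration-based qHTS with fitted concentration-effect curves.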
* = called active by the depositor; ? = inconclusive; . = no result given; & = joins results of further samples; [ ] = remark or other dose. Unless noted, calls come from the whole dose curve; as a rule, active = well fitted curve in the direction sought with a large enough effect; inconclusive = small, poorly fitted or top-dose-only effect, or another doubt; inactive = no such curve, though single readings can be large; an effect the other way counts as inactive or inconclusive. Unless noted, % is set by controls: 0 for no effect and ±100 for the full control effect. An unsorted share of the library. Share with any hit: about 7.4%.

SMILES	HCMV inh	Sm TGR inh	AMA1 RON2 block	AmpC detergent	LmPK inh	AmpC inh no detg	TbPYK inhibitor
CCCOc1ccc(/C(O)=C2/C(=O)C(=O)N(CCCN3CCOCC3)C2c2ccncc2)cc1 (stereo not drawn)	.	11µM*	.	-2%	3%	-21%	.
COc1cccc(NC(=O)Cn2nnc(C(=O)NCc3cccs3)c2N)c1	-21&10	-9%&13%	-10%	?	-4%	-29%	-3%&2%
Cc1ccc([N+](=O)[O-])cc1N/C=C1\CCCCC1=O	12	-5%	-7%	-1%	1%	13%	1%
Nc1ccc(C(CC(=O)O)n2cccc2)cc1 (stereo not drawn)	8	0%	-9%	3%	-4%	-23%	3%
O=C(COc1ccc2ccccc2c1)N/N=C/c1ccccn1	-36	0%	54%[activator]	5%	5%	-20%	-8%
COc1cc(NC(=O)CSc2nc3[nH]ncc3c(=O)n2-c2ccccc2C)cc(OC)c1OC	46	-9%	1%	-10%	1%	2%	3%
Cc1cc(C)c(Cn2cnc3nc4c(cc3c2=O)CCCC4)c(C)c1	-18	-3%	.	-4%	.	.	2%
Cc1cc(C)c(C)c(S(=O)(=O)NCCCN2CCCC2=O)c1C	?	5%	-9%	3%	-6%	30%	-6%
CCn1c(=N)n(CC(=O)C23CC4CC(CC(C4)C2)C3)c2ccccc21	?	-23%	-29%	-4%	1%	68%[activator]	3%
Clc1ccc(Nc2nc(-c3ccncc3)cs2)cc1	7	.	7%	.	.	.	-8%
Cc1cc(C)nc(NC(=O)c2cc3ccccc3o2)n1	-15	5%	-6%	0%	-17%	2%	0%
COc1ccc(CNC(=O)CCn2ccc3cc(S(=O)(=O)N4CCCC4)ccc32)cc1	-21	4%	2%	-1%	2%	18%	0%
Cc1nc2nc(Cc3ccccc3)[nH]n2c(=O)c1Cl	11	-1%	6%	?	-1%	-29%	-2%
Nc1ncnc2c1ncn2C1OC(C(=O)NC2CC2)C(O)C1O (stereo not drawn)	45	4%	-3%	-15%	.	3%	4%
Cc1cccc(NC(=O)Nc2ccc(S(=O)(=O)Nc3onc(C)c3C)cc2)c1	22	-7%	-7%	-2%	.	-27%	-2%
CC(C)C(C(=O)NCC1CCCO1)N(C(=O)CNS(=O)(=O)c1ccccc1)c1ccc(F)cc1 (stereo not drawn)	56	-12%	-2%	-10%	6%	45%	-4%
COc1ccc(NC(C)=O)cc1NC(C)C(=O)Nc1ccc(F)c(F)c1F (stereo not drawn)	-9	-1%	21%	-6%	-7%	-1%	-1%
Cn1c(Nc2ccccc2)nc2ccccc21	10	3%	-7%	-1%	1%	-15%	2%
CC(C)c1nc(SCC(=O)N2CCN(c3ccccc3)CC2)c2c(=O)n(C)c(=O)n(C)c2n1	10	-4%	-2%	3%	3%	-14%	-6%
c1coc(CNCC2OCCc3ccccc32)c1 (stereo not drawn)	-14	-23%	-9%	?	-3%	-5%	-1%
Cc1ccc(C(=O)N/C(=C\c2ccc(-c3ccccc3[N+](=O)[O-])o2)C(=O)NCCN(C)C)cc1	6	1.4µM*	36%[activator]	4%	-9%	108%[activator]	-1%
CCCc1cc(Nc2ccccc2C)n2ncnc2n1	21	10%	0%	-9%	-2%	-7%	7%
Cc1ccc(NC(=O)c2ccc3c(c2)S(=O)(=O)c2ccccc2C3=O)cc1S(=O)(=O)N1CCOCC1	2	-7%	-9%	-11%	4%	-24%	7%
O=C1CCc2cc(NS(=O)(=O)c3ccccc3)cc3c2N1CC3	-2	-3%	-5%	-14%	.	-11%	-2%
COc1cccc2cc(-c3nc4ccccc4[nH]3)c(=O)oc12	88	-10%	-6%	-9%	-2%	-13%	0%
COCCn1c(SCC(=O)Nc2ccc3c(c2)OCCO3)nc2ccccc2c1=O	35	.	12%	.	.	.	-3%
COCCNC(=O)c1c(N)n(CCC(C)C)c2nc3ccccc3nc12	-33	-23%	16%	-13%	10%	159%[activator]	-5%
COc1cc(/C=C2\C(=N)N3N=C(S(C)(=O)=O)SC3=NC2=O)ccc1OC(=O)c1cccs1	2	-3%	37%[activator]	?	0%	-34%	-10%
Cc1ccc2oc(=O)c3cnn(CC(=O)N(CCC(C)C)Cc4ccco4)c3c2c1	?	-2%	-3%	?	0%	-41%	-1%
CCCc1nnc(SCC(=O)N2CCCCC2C)n1CCOC (stereo not drawn)	0	12%	0%	6%	-7%	-4%	-20%
CC(=O)Nc1c(N)c2ccccc2oc1=O	-23	4%	-1%	0%	-3%	-17%	4%
CC1CCC2(CC1)NC(=O)N(CC(=O)Nc1ccc3[nH]c(=O)[nH]c3c1)C2=O (stereo not drawn)	-4	0%	-4%	?	.	-28%	8%
Cc1ccc2c(CNC3CCC(C)CC3)c(C(=O)O)n(Cc3cccc(F)c3)c2c1 (stereo not drawn)	9	3%	.	-3%	.	.	2%
O=C(Cc1csc(N2CCOCC2)n1)N/N=C/c1cccc(O)c1	50	-11%	26%	-6%	3%	-18%	-2%
CCOc1ccc(NC(=O)c2ccc(NC(=O)COC(=O)Cc3ccccc3)cc2)cc1	62	2%	10%	-8%	-3%	-20%	-8%
O=C(NCc1cc([N+](=O)[O-])ccc1O)c1cccnc1Sc1ccccc1	.	-13%	-13%	1%	-15%	-17%	-8%
Cc1ccc(C(=O)Nc2cc(C(F)(F)F)ccc2-n2cncn2)o1	-5	5%	-3%	6%	.	-3%	0%
Brc1cccc(OCCN2CCOCC2)c1	-27	5%	?	?	1%	-9%	3%
O=C(Cn1cc(C(F)(F)F)ccc1=O)N/N=C/c1ccccc1O	-21	6%	110%[activator]	-1%	3%	145%[activator]	-2%
C#CCNC(=O)C1=C[C@@H](c2coc3ccccc3c2=O)C[C@@H](OCCCCO)O1	12	-31%	8%	0%	5%	11%	-1%

An excerpt of these results, with bars between the fields.
smiles | HCMV inh | Sm TGR inh | AMA1 RON2 block | AmpC detergent | LmPK inh | AmpC inh no detg | TbPYK inhibitor
COCCNC(=O)c1c(N)n(CCC(C)C)c2nc3ccccc3nc12 | -33 | -23% | 16% | -13% | 10% | 159%[activator] | -5%
COc1cc(/C=C2\C(=N)N3N=C(S(C)(=O)=O)SC3=NC2=O)ccc1OC(=O)c1cccs1 | 2 | -3% | 37%[activator] | ? | 0% | -34% | -10%

At a glance, part of the list above.
SMILES	HCMV inh	Sm TGR inh	AMA1 RON2 block	AmpC detergent	LmPK inh	AmpC inh no detg	TbPYK inhibitor
Cc1ccc(C(=O)Nc2cc(C(F)(F)F)ccc2-n2cncn2)o1	-5	5%	-3%	6%	.	-3%	0%
Brc1cccc(OCCN2CCOCC2)c1	-27	5%	?	?	1%	-9%	3%
O=C(Cn1cc(C(F)(F)F)ccc1=O)N/N=C/c1ccccc1O	-21	6%	110%[activator]	-1%	3%	145%[activator]	-2%
C#CCNC(=O)C1=C[C@@H](c2coc3ccccc3c2=O)C[C@@H](OCCCCO)O1	12	-31%	8%	0%	5%	11%	-1%

More structures
SMILES	HCMV inh	Sm TGR inh	AMA1 RON2 block	AmpC detergent	LmPK inh	AmpC inh no detg	TbPYK inhibitor
Cc1nc(Cl)c(Cl)n1CCOc1ccccc1	-1	-5%	-21%	-5%	5%	7%	1%
NC(=O)c1cnn2c1NC(c1ccc(F)cc1)CC2C(F)(F)F (stereo not drawn)	5	-1%	-10%	-10%	-9%	4%	1%
Nc1ccc(C=Cc2ccc(N)cc2)cc1	?	.	-13%	.	.	.	0%
COC(=O)c1[nH]c2cccc(OC)c2c1NC(=O)CN1CCN(c2cccc(OC)c2)C(C)C1 (stereo not drawn)	22	-3%	-7%	0%	-2%	202%[activator]	-7%
COc1cccc(CNC(=O)CCS(=O)(=O)c2ccc3c(c2)NC(=O)C(C)S3)c1 (stereo not drawn)	21	-9%	1%	?	1%	-12%	1%
Fc1ccccc1-c1nnc2ccc3ccccc3n12	46	1%	-9%	-19%	5%	-2%	3%
CCN(CC)Cc1nc2sc(C)c(C)c2c(=O)[nH]1	-18	7%	12%	-1%	-4%	-40%	1%
CCOC(=O)C1CCN(C2=C(NS(=O)(=O)c3ccc(Cl)cc3)C(=O)c3ccccc3C2=O)CC1	-16	?	13µM*	4%	-28%	-23%	-10%
CC(=O)c1sc(Nc2ccc3c(c2)OCO3)nc1C	17	.	0%	.	.	.	-12%
COc1ccc(/C=C/C(=O)OCn2c(SC)nnc(C)c2=O)cc1OC	0	28µM*	-1%	3%	-1%	-19%	-5%
CCOC(=O)C1CCCN(C(=O)c2ccc(OC)c([N+](=O)[O-])c2)C1 (stereo not drawn)	31	2%	24%	?	-3%	-16%	-6%
CCn1cc(C(=O)OCC(=O)c2cc(C)n(-c3cccc(C(F)(F)F)c3)c2C)c(=O)c2ccc(C)nc21	-5	1%	-10%	9%	2%	77%[activator]	-11%
CCc1nc2c(OCC(N)=O)cccn2c1N(C)C(=O)c1ccc(OC)cc1	34	.	5%	.	.	.	1%
C/C(=N\Nc1ccc([N+](=O)[O-])cc1)c1ccc(N2CCOCC2)cc1	0	0%	15%	-3%	-12%	-18%	-8%
CC(=O)Nc1c(-c2cc(=O)oc3cc(C)ccc23)oc2ccccc12	?	-6%	2%	-5%	0%	34%	12%
CSCC[C@H](Nc1ncnc2sc(C)c(C)c12)C(=O)O	5	2%	0%	-12%	-2%	-7%	-1%
CC1(C(=O)O)CCC(C(=O)Nc2ccc3ccccc3c2)C1(C)C (stereo not drawn)	-3	15%	2%	-11%	-5%	-20%	-4%
COc1ccc2sc(N(CCCN(C)C)C(=O)c3ccc(S(=O)(=O)N(C)C4CCCCC4)cc3)nc2c1	?	1%	-18%	?	.	194%[activator]	0%
CC1(C)Cc2ccccc2C(CSc2ccccc2C(=O)O)=N1	?	-19%	?	0%	7%	4%	-7%
CC(=O)c1ccc(NC(=O)COC(=O)/C=C/c2cccs2)cc1	-36	.	20%	.	.	-35%	-11%
CN1C(=O)N(CC(=O)N2CCN(S(=O)(=O)c3ccc(Cl)s3)CC2)C(=O)C12CCCCC2	-39	45µM*	-1%[11.6 µM]	-3%	.	133%[activator]	-3%
O=C(CSc1ccc(-c2cccc([N+](=O)[O-])c2)nn1)N1CCCC1	59	-8%	-5%	-11%	0%[11.5 µM]	-2%	0%
COc1cc2c(cc1N)-c1ccc(N)cc1C2	56	.	4µM*	.	.	.	-24%
CC(C(=O)NCC1CCCCC1)N1CCN(S(=O)(=O)/C=C/c2ccccc2)CC1 (stereo not drawn)	-9	-10%	3%	-8%	1%	171%[activator]	-6%
CCOC(=O)N1CCC(NC(=O)CCc2c(C)nc3c(c(C)nn3-c3ccccc3)c2C)CC1	31	.	11%	.	.	.	4%

From PubChem BioAssay
